# High-throughput results as filed in PubChem BioAssay.
# PAFAH2 FP inh – inhibitors of human PAFAH2; Q99487; inhibition, % at 3.39 µM; recombinant PAFAH2, FP-rhodamine activity probe, fluorescence polarization; 0.99% of 340,000 active;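 active means inhibition above the mean over all tested compounds plus 3 SD, cut at about 30% in these data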;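 further: inhibitors block probe labeling of enzyme so polarization drops; 0% = enzyme with DMSO and 100% = wells lacking PAFAH2 protein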
# LYPLA2 counter – LYPLA2 (human) inhibition in PME1 counter-screen; recombinant LYPLA2, FP-Rh probe fluorescence polarization; inhibition, % at 5.9 µM; 0.38% of 320,000 active; AID 2177;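 active means inhibition above the screen-wide mean plus 3 SD, limit set per campaign, cut at about 26% in these data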;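 further: 0% = LYPLA2 with DMSO and 100% = wells lacking LYPLA2 enzyme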
# PAFAH1B2 FP inh – PAFAH1B2 (human) inhibition. inhibition, % at 3.39 µM. recombinant PAFAH1B2, FP-rhodamine activity probe, fluorescence polarization. AID 492953. P68402. 1.2% of 340,000 active;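 active means inhibition above the mean of all tested compounds plus 3 SD, cut at about 24% in these data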;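 further: 0% = enzyme with DMSO and 100% = wells lacking PAFAH1B2; many of its hits are not listed in these tables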
# PAD4 inh – blocks human protein arginine deiminase 4 | Q9UM07 | recombinant PAD4, RCA probe fluorescence polarization | inhibition, % at 6.36 µM | 0.41% of 330,000 active;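 active means percent inhibition above a cutoff equal to the mean of all tested compounds plus 3 SD, cut at about 15% in these data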;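 further: 0% = PAD4 with RCA probe and DMSO and 100% = probe without PAD4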
# LYPLA1 counter – counter-screen for PME1 inhibitors: inhibitors of human LYPLA1; O75608; recombinant LYPLA1, FP-Rh probe fluorescence polarization; inhibition, % at 5.9 µM; 0.16% of 320,000 active; AID 2174;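 active means inhibition above the mean of all tested compounds plus 3 SD, set per campaign, cut at about 14% in these data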;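 further: inhibitors block serine hydrolase probe labeling of LYPLA1 so polarization falls; 0% = enzyme with DMSO and 100% = wells lacking LYPLA1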
# Target sequence (O75608 whole entry, looked up): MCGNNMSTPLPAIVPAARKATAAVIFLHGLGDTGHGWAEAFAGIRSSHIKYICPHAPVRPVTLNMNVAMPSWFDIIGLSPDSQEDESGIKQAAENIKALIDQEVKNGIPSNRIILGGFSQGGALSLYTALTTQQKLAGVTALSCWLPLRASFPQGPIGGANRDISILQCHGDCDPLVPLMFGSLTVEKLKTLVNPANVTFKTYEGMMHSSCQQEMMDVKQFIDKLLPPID
# pPAFAH inh – inhibitors of human plasma PAF acetylhydrolase (pPAFAH) | 1.5% of 330,000 active | Q13093 | AID 463082 | recombinant pPAFAH, FP-rhodamine probe fluorescence polarization | inhibition, % at 3.39 µM;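 active means inhibition above the mean inhibition across the screen plus 3 SD, cut at about 25% in these data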;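 further: inhibitors block binding of the rhodamine activity-based probe so polarization drops; 0% = enzyme with DMSO and 100% = wells lacking pPAFAH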
# Target sequence (Q13093 whole entry, looked up): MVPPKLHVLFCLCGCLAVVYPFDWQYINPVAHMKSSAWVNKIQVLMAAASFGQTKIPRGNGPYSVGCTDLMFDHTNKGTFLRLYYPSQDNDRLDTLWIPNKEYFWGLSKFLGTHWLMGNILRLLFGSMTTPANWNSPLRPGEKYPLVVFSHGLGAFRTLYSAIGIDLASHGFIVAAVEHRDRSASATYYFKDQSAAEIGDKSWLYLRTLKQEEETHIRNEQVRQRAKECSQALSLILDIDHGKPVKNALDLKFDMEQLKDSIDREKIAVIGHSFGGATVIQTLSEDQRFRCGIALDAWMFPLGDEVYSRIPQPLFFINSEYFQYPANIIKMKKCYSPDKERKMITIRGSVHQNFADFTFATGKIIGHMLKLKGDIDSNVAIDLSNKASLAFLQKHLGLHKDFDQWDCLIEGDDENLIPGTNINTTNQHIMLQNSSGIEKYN
# PREPL inhibitor – inhibits the human prolyl oligopeptidase-like enzyme. AID 2751. recombinant PREPL, fluorescence polarization activity-based probe. inhibition, % at 5.96 µM. 0.68% of 320,000 active; in the data active means inhibition above about 43%;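 further: 0% = enzyme with DMSO and 100% = wells lacking enzyme; many of its hits are not listed in these tables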
# GSTO1 inh – GSTO1 inhibition, counter-screen for RBBP9 inhibitors; 1.1% of 300,000 active; P78417; AID 1974; inhibition, % at 5.96 µM; recombinant GSTO1, activity-based probe fluorescence polarization;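 active means inhibition above the campaign mean inhibition plus 3 SD, cut at about 35% in these data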;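 further: 0% = GSTO1-1 with DMSO and 100% = wells lacking GSTO1-1 enzyme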
# PAFAH1B3 inh – inhibitors of human PAFAH1B3. Q15102. recombinant PAFAH1B3, FP-rhodamine probe, fluorescence polarization. inhibition, % at 3.39 µM. 0.28% of 340,000 active. AID 492972;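 active means inhibition above the screen-wide average of all tested compounds plus 3 SD, cut at about 25% in these data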;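 further: 0% = enzyme with DMSO only and 100% = wells lacking PAFAH1B3 protein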
# Starred values were filed as active, the others as inactive; / = not tested or not shown.
(1) CCOC(=O)C1(Cc2ccccc2Cl)CCN(S(C)(=O)=O)CC1
(2) O=C(CS(=O)(=O)c1ccccc1)Nc1ccc(S(=O)(=O)Nc2ccccn2)cc1
(3) COCc1cc(C)nc(OCC(=O)N/N=C/c2ccc(-c3cccc([N+](=O)[O-])c3)o2)c1C#N
(4) CCN1C(=O)[C@H]2[C@@H](c3ccc(C)cc3)N3C(=O)N(c4cccc(Br)c4)C(=O)[C@@]3(Cc3ccccc3)[C@H]2C1=O
(5) Cc1noc(C)c1S(=O)(=O)N1CCCC(C(=O)NC2CCCCC2)C1 (centres undefined)
(6) CN1CCN(c2ccc(NC(=O)c3ccc(C#N)cc3F)cc2Cl)CC1
(7) O=C(O)CNC(=O)CC1S/C(=N/N=C2\CSC(=O)N2)NC1=O (centres undefined)
(8) Clc1ccc(-c2nnc3n2CCCCS3)cc1

Screen / compound no. | 1 | 2 | 3 | 4 | 5 | 6 | 7 | 8
PAFAH2 FP inh | -5.8 | -2.6 | / | -1.2 | 5.5 | 12.7 | 2.5 | 5.5
LYPLA2 counter | -3.2 | 3.1 | 6.4 | 1.9 | 3.9 | 4.0 | -0.3 | 1.3
PAFAH1B2 FP inh | 5.1 | 5.7 | / | 1.3 | -2.9 | -0.5 | -0.2 | 1.4
PAD4 inh | -5.4 | -1.2 | -4.3 | -1.8 | -4.5 | -5.7 | 7.2 | -1.9
LYPLA1 counter | -3.0 | 1.5 | -2.0 | -0.3 | -2.6 | -3.5 | -3.7 | -0.2
pPAFAH inh | 2.0 | -2.3 | 8.9 | 6.3 | -0.4 | 1.9 | 7.6 | 3.4
PREPL inhibitor | 7.2 | -1.7 | 10.4 | 4.6 | -0.6 | 8.1 | -0.8 | 5.8
GSTO1 inh | 14.1 | 6.1 | 6.7 | -3.3 | 1.1 | -0.3 | 9.0 | 1.8
PAFAH1B3 inh | 7.0 | 1.0 | / | 6.4 | 10.6 | -2.5 | 10.2 | 7.6

# In a second layout: entries from further up
# The line under a structure holds: PAFAH2 FP inh	LYPLA2 counter	PAFAH1B2 FP inh	PAD4 inh	LYPLA1 counter	pPAFAH inh	PREPL inhibitor	GSTO1 inh	PAFAH1B3 inh
5) Cc1noc(C)c1S(=O)(=O)N1CCCC(C(=O)NC2CCCCC2)C1 (centres undefined)
→ 5.5	3.9	-2.9	-4.5	-2.6	-0.4	-0.6	1.1	10.6
6) CN1CCN(c2ccc(NC(=O)c3ccc(C#N)cc3F)cc2Cl)CC1
→ 12.7	4.0	-0.5	-5.7	-3.5	1.9	8.1	-0.3	-2.5
7) O=C(O)CNC(=O)CC1S/C(=N/N=C2\CSC(=O)N2)NC1=O (centres undefined)
→ 2.5	-0.3	-0.2	7.2	-3.7	7.6	-0.8	9.0	10.2
8) Clc1ccc(-c2nnc3n2CCCCS3)cc1
→ 5.5	1.3	1.4	-1.9	-0.2	3.4	5.8	1.8	7.6

# Remaining list, next part
(9) O=C(CN1CCOc2ccccc21)N1CCCC1
(10) C=CCNC(=O)CC1Nc2c3ccccc3nc(=S)n2C1=O (centres undefined)
(11) Cc1cc(C)cc(NS(=O)(=O)Cc2ccccc2)c1
(12) CCN(CC)C(=O)Cn1cc(C(=O)C(=O)NCc2ccco2)c2ccccc21
(13) CC(C)n1nc(C(=O)Nc2ccc(-n3cnnn3)cc2)c2ccccc2c1=O
(14) COC(=O)C(Cc1ccccc1)NC(=O)c1cccc(S(=O)(=O)N(C)C)c1 (centres undefined)
(15) Cc1ccccc1NC(=O)NCCCN1CCN(c2ccccc2)CC1
(16) COc1ccc(OCC(=O)Nc2nonc2NC(=O)COc2ccc(OC)cc2)cc1

Screen / compound no. | 9 | 10 | 11 | 12 | 13 | 14 | 15 | 16
PAFAH2 FP inh | 1.2 | -1.7 | 4.6 | -0.4 | 2.8 | 3.0 | -6.7 | 5.9
LYPLA2 counter | 4.1 | -0.2 | 6.1 | 1.5 | / | -2.2 | -2.3 | -7.1
PAFAH1B2 FP inh | 4.2 | 2.5 | 2.0 | 1.1 | 5.8 | 8.2 | 7.5 | 6.0
PAD4 inh | -3.7 | 0.1 | -6.5 | -4.3 | -1.7 | -3.3 | -1.7 | -0.5
LYPLA1 counter | 3.4 | -4.5 | 2.2 | -0.4 | / | 0.2 | 2.4 | 1.4
pPAFAH inh | -1.6 | -0.7 | 4.0 | 0.4 | 17.8 | -2.3 | 0.8 | 6.4
PREPL inhibitor | 3.9 | 10.4 | 4.2 | -0.7 | -0.5 | -3.2 | 26.8 | -4.1
GSTO1 inh | -1.0 | -0.2 | 8.4 | -6.8 | / | 3.2 | 2.6 | 6.1
PAFAH1B3 inh | 7.1 | 4.1 | -1.9 | -2.0 | -3.8 | 5.5 | -2.8 | 2.7

(17) COc1ccc(NC(=O)Cn2c(=O)n(CC(=O)NCc3ccco3)c(=O)c3ccccc32)cc1OC
(18) CCCC(C)c1nnc(NC(=O)CS(=O)(=O)Cc2ccccc2)s1 (centres undefined)
(19) CCN(c1cccc(C)c1)S(=O)(=O)c1cc2c3c(c1)CCC(=O)N3CCC2
(20) Cc1ccc(C(=O)Nc2nnc(-c3ccc(C(C)(C)C)cc3)s2)cc1
(21) CCOC(=O)C1(Cc2ccccc2C)CCCN(C(=O)c2ccnn2C)C1 (centres undefined)
(22) COC(=O)c1sc(=S)sc1C(=O)OC
(23) COc1ccc(-c2cc(C(=O)N3CCN(c4ccccc4F)CC3)c3ccccc3n2)c(OC)c1
(24) Cc1occc1-c1nnc(SCC(=O)NCC2CCCO2)n1C (centres undefined)

Screen / compound no. | 17 | 18 | 19 | 20 | 21 | 22 | 23 | 24
PAFAH2 FP inh | -2.8 | 4.7 | -1.6 | 4.0 | 1.4 | 6.2 | -0.2 | 3.0
LYPLA2 counter | -0.3 | 4.7 | 6.1 | 7.8 | -3.8 | -1.4 | -6.3 | -3.0
PAFAH1B2 FP inh | 1.5 | 6.5 | 3.3 | -0.6 | 2.1 | -4.8 | 3.5 | 4.3
PAD4 inh | 0.3 | 0.7 | 0.7 | 0.2 | -4.8 | 3.4 | -4.1 | 4.7
LYPLA1 counter | -5.3 | 2.8 | 2.5 | 3.9 | 0.1 | 1.3 | -6.6 | -0.7
pPAFAH inh | 2.5 | 10.2 | 5.9 | 6.4 | 4.4 | 5.3 | 0.2 | -2.3
PREPL inhibitor | 3.3 | 1.1 | 12.1 | 12.1 | 4.1 | 2.9 | -12.1 | 6.9
GSTO1 inh | 5.0 | 5.3 | -5.5 | -2.0 | 0.9 | -14.3 | 1.5 | 3.4
PAFAH1B3 inh | 3.3 | 3.2 | 6.8 | 8.8 | -3.4 | 10.1 | 0.0 | 0.4

# Ordered by value in PAFAH1B3 inh (low to high): some entries from above.
No.	mol	PAFAH1B3 inh
21	CCOC(=O)C1(Cc2ccccc2C)CCCN(C(=O)c2ccnn2C)C1 (centres undefined)	-3.4
23	COc1ccc(-c2cc(C(=O)N3CCN(c4ccccc4F)CC3)c3ccccc3n2)c(OC)c1	0.0
24	Cc1occc1-c1nnc(SCC(=O)NCC2CCCO2)n1C (centres undefined)	0.4
17	COc1ccc(NC(=O)Cn2c(=O)n(CC(=O)NCc3ccco3)c(=O)c3ccccc32)cc1OC	3.3
19	CCN(c1cccc(C)c1)S(=O)(=O)c1cc2c3c(c1)CCC(=O)N3CCC2	6.8
20	Cc1ccc(C(=O)Nc2nnc(-c3ccc(C(C)(C)C)cc3)s2)cc1	8.8
22	COC(=O)c1sc(=S)sc1C(=O)OC	10.1

# The list goes on.
(25) O=C(CN1C(=O)CCSc2ccccc21)Nc1ccccc1
(26) CC(=O)Nc1cccc(C(=O)OCC(=O)NCc2cc(C)c(O)c(C)c2)c1
(27) COc1ccc(NC(=O)CNC(=O)c2ccco2)cc1
(28) O=C(COC(=O)COc1cccc(F)c1)NCC1CCCCC1

Screen / compound no. | 25 | 26 | 27 | 28
PAFAH2 FP inh | -3.8 | 7.1 | 6.6 | -8.7
LYPLA2 counter | 2.0 | -2.8 | 2.4 | /
PAFAH1B2 FP inh | -2.0 | -3.0 | 4.6 | 2.3
PAD4 inh | -0.3 | 0.5 | 0.8 | -0.9
LYPLA1 counter | 0.1 | -3.7 | 5.8 | /
pPAFAH inh | 4.7 | 0.3 | -1.0 | 7.2
PREPL inhibitor | -10.8 | -12.6 | 9.8 | 6.2
GSTO1 inh | 9.3 | 2.2 | 5.6 | /
PAFAH1B3 inh | 2.7 | 5.2 | 3.7 | -4.4

# Not all compounds are listed; rates above refer to the full screens.
